# HP1b binding inh: inhibitors of HP1-beta chromodomain binding to methylated histone tails; Potency, µM (doses to about 114 µM), for inactives: at the top dose activity change, negative = inhibition, hits mostly inhibitors; AlphaScreen HP1-beta / biotin-H3K9me3 peptide binding; P83916; actives 0.56% (n = 390,000); note: potency is the fitted concentration of half-maximal effect; nearly all actives have a fitted effect of over 70% in size; inactives centre near 23
# Target sequence (P83916 whole entry, looked up): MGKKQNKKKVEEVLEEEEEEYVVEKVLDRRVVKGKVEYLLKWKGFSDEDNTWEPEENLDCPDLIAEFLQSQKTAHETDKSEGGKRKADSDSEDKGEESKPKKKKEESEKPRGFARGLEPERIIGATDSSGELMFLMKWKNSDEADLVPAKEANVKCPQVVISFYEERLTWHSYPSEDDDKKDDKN
#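 Compound inhibition of the preformed complex between 50 nM HP1-beta and 50 nM biotinylated H3K9me3 peptide was read by AlphaScreen. Buffer was PBS pH 7.4 with 0.01% Tween-20. Incubations ran 30 min at room temperature, with 10 ug/mL donor/acceptor beads.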
# ERG Ets-DNA blk: blocks human ERG Ets domain binding to DNA; P11308; fluorescence polarization, His-ERG Ets domain / labelled DNA; Potency, µM (highest dose often 76.9 µM), for the others: at the top dose FP activity, negative = inhibition, actives largely listed as inhibitors; actives 0.028% (n = 370,000); active = well fitted inhibition curve with a large enough effect in the polarisation, with a control signal flat; inconclusive = small, poorly fitted or top-dose-only effect, or effect the other way, or a change in a side signal; inactive = no such curve, though single readings can be large or run the other way; the % refers to the polarisation;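 note: polarization taken with two DNA probes labelled with fluorescein and Texas red; potency is the fitted concentration of half-maximal effect; % of control where 0% means no effect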
#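 His-tagged ERG Ets domain (1 uM in the protein solution; 300mM KCl, 50mM Tris-HCl, 1mM EDTA, 1mM DTT, pH 7.5) received compound, then a probe mix of 5 nM fluorescein-DNA and 100nM Texas-615-DNA. Fluorescence polarization was read for both dyes.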
# RGS4 inhibitor: human RGS4 inhibition. Potency, µM (series often up to 114 µM), for inactives: top-dose activity change, negative = inhibition, hits mostly inhibitors. P49798. Transcreener GDP fluorescence polarization, RGS4-accelerated GTP hydrolysis. actives 0.039% (n = 390,000); note: potency is the fitted concentration of half-maximal effect; % is set by controls: 0 for no effect and ±100 for the full control effect; nearly all actives have a fitted effect of over 75% in size; some results filed as inactive show a strong effect at the top dose
#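 MLSMR compounds (23 nl, pin-transferred) preincubated 10 min at room temperature with a 500nM (2x) first reagent, then RGS4 at 900nM (2x) plus Transcreener GDP mix added; fluorescence polarization (620/688 nm) read before and after 90 min at 30 °C.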
# PI4K2A inh: inhibitors of human PI4K2A; Q9BTU6; purified PI4K2A, ADP-Glo luminescence, 1 h; hits give low values; activity change, negative = inhibition, % at 76.9 µM; actives 0.13% (n = 420,000); AID 1346378; in the data active = activity change below about -50%; inconclusive = mostly about -30% to -49%;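 note: -100% = wells without enzyme as full effect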
# Target sequence (Q9BTU6 whole entry, looked up): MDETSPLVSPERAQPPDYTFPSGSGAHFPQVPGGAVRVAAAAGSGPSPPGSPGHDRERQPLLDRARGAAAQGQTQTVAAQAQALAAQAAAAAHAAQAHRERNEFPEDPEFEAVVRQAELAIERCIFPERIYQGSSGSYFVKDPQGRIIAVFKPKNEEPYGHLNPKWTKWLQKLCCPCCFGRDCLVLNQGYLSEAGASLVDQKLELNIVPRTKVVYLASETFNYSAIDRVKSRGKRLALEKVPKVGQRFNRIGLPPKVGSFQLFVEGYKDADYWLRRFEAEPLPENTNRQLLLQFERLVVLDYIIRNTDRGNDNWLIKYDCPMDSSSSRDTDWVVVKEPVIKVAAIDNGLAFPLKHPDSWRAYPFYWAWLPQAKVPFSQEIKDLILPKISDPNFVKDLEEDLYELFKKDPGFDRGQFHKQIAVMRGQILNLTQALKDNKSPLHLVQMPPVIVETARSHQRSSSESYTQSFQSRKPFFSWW
#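 ADP-Glo luminescence measured ADP generated by PI4K2A enzyme (4 ug/mL before mixing) with 1.2 mM PI substrate (pre-mix) and 300 microM ATP (pre-mix). Tris pH7.5 buffer with MgCl2, Triton X-100; 1 h reaction at ambient temperature.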
# G9a block: blocks human histone lysine methyltransferase G9a; actives 8.8% (n = 350,000); G9a H3K9 monomethylation, AlphaScreen, 2 h; Potency, µM (series often up to 102 µM), for inactives: at the top dose activity, negative = inhibition, actives largely listed as inhibitors; Q96KQ7; note: potency is the fitted concentration of half-maximal effect; % is set by controls: 0 for no effect and ±100 for the full control effect; nearly all actives have a fitted effect of over 75% in size
# Target sequence (Q96KQ7 913-1193 limits assumed): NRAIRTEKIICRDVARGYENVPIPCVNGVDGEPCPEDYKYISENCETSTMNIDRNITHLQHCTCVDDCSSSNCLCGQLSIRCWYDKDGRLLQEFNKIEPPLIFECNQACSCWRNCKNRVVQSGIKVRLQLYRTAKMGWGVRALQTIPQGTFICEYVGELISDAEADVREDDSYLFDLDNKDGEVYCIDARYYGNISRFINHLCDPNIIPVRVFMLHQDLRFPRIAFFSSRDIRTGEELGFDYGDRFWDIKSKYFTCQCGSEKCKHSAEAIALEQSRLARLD
#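 Chemiluminescent proximity detection of H3K9 monomethylation, read after 10 min bead incubation in the dark. Reaction: 20 nM G9a, 500 nM biotin-H3K9 peptide, 20 uM SAM cofactor, 2 h, room temperature, following 15 min enzyme-compound preincubation.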
# GLS inh: blocks human kidney-isoform glutaminase activity | actives 0.21% (n = 410,000) | Potency, µM (doses to about 45.5 µM), for the others: at the highest dose activity change, negative = inhibition, hits mostly inhibitors | O94925 | AID 624170 | GLS enzymatic activity, qHTS titration; note: potency is the fitted concentration of half-maximal effect; % is set by controls: 0 for no effect and ±100 for the full control effect
#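 Assay buffer: 45 mM KH2PO4 pH 8.2, 0.02% Tween-20. hKGA acts on L-glutamine (1 mM solution added); product glutamate is reported by an oxidase/peroxidase Amplex Red coupling, with fluorescence taken at baseline and 30 min.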
# JMJD2A Tudor inh: blocks the human JMJD2A Tudor domain; AlphaScreen JMJD2A-Tudor / H3K4me3 peptide binding; AID 504339; Potency, µM (top dose mostly 114 µM), without a hit: top-dose activity change, negative = inhibition, most hits filed as inhibitors; O75164; actives 4.4% (n = 390,000); note: potency is the fitted concentration of half-maximal effect; % is set by controls: 0 for no effect and ±100 for the full control effect; nearly all actives have a fitted effect of over 50% in size
# ALOX12 inh: blocks human arachidonate 12S-lipoxygenase; purified 12hLO, xylenol orange hydroperoxide absorbance; Potency, µM (doses to about 108 µM), inactives show top-dose activity change, negative = inhibition, usual class: inhibitors; actives 1.1% (n = 580,000); AID 1671190; note: potency is the fitted concentration of half-maximal effect; % is set by controls: 0 for no effect and ±100 for the full control effect
#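 Purified human 12hLO at 150 nM in 25 mM Hepes, 0.01% Triton X-100, pH 7.0, preincubated 15 min at room temperature with compound. Reaction started with 40 uM arachidonic acid, 30 min at room temperature. Hydroperoxide measured by Fe-xylenol orange, 573/405 nm absorbance ratio.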
# BAZ2B block: inhibitors of human BAZ2B bromodomain. actives 4.4% (n = 360,000). AID 504333. Q9UIF8. Potency, µM (series often up to 114 µM), for inactives: at the highest dose activity change, negative = inhibition, most hits filed as inhibitors. AlphaScreen BAZ2B-H3K14Ac peptide displacement; note: potency is the fitted concentration of half-maximal effect; % is set by controls: 0 for no effect and ±100 for the full control effect; nearly all actives have a fitted effect of over 60% in size
#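 AlphaScreen luminescence quantifies BAZ2B engagement of H3K14Ac peptide; the protein and biotinylated peptide are both at 50 nM final, buffer PBS pH 7.4 with 0.01% Tween-20, all steps at room temperature.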
# Starred values were filed as active, the others as inactive; i = inactive; ? = inconclusive; . = not tested or not shown; & = joins results of further samples; [ ] = remark or other dose. Unless noted, calls come from the whole dose curve; as a rule, active = well fitted curve in the direction sought with a large enough effect; inconclusive = small, poorly fitted or top-dose-only effect, or another doubt; inactive = no such curve, though single readings can be large; an effect the other way counts as inactive or inconclusive.
# Under each structure: HP1b binding inh	PI4K2A inh	RGS4 inhibitor	ERG Ets-DNA blk	GLS inh	BAZ2B block	ALOX12 inh	G9a block	JMJD2A Tudor inh
Cc1ccc(S(=O)(=O)c2ccc(-n3nc(C)cc3N)cc2)cc1
  6%	2	14%	14%	1%	-1%	-3%	10%	-15%
Clc1ccc(C2=Nn3c(nnc3-c3n[nH]c4c3CCC4)SC2)cc1Cl
  4%	3	-9%	4%	3%	-3%	34%[activator]	11µM*	?
CCOc1ccc(CNC(=S)N/N=C/c2cccnc2)cc1
  29%	-3	6%	12%	15%	-31%	-15%	7%[59 µM]	-18%
CCCCNC(=S)Nc1ccc(C(F)(F)F)cc1
  57%[activator]	-4	-19%	-9%	-9%	8%	-22%	44%[activator]	20%
Cc1ccc2nsnc2c1S(=O)(=O)Nc1cccc2nsnc12
  15%	-1	-13%	-12%	-6%	-38%	-4%	45µM*	-23%
NC(=O)c1ccc2c(c1)OCCO2
  11%	16	31%	-2%	0%	21%	392%[activator]	35%	-9%
NS(=O)(=O)c1cccc(NC(=O)COC(=O)c2ccccc2SCC(=O)N2CCCC2)c1
  16%	0	-19%	8%	11%	.	5%	.	-17%
Cc1ccc(-n2c(SCc3nc(-c4ccc(Cl)cc4)no3)nnc2-c2ccncc2)cc1
  7%	-1	6%	2%	3%	?	-14%	-31%[59 µM]	?
CCC(=O)c1ccc(OCC(=O)c2ccc3c(c2)NC(=O)CO3)cc1
  6%	5	-33%[56.9 µM]	1%	-4%	1%	7%	.	-14%
Oc1ccc2n[nH]nc2c1
  29%	8	-16%	-5%	17%	5%	19%	-2%	1%
CC(=O)c1c(C)[nH]c(C(=O)NCc2ccccc2F)c1C
  29%	3	1%	-1%	0%	-15%	?	-5%	-8%
Cc1ccccc1C(=O)c1c[nH]c(C(=O)NCc2ccco2)c1
  0%	10	30%	-2%	6%	-33%	0%	48%[12.7 µM]	-22%
Cc1ccc2c(COC(=O)c3ccccc3F)cc(=O)oc2c1
  10%	-3	-2%	120%[activator]	0%	-20%	-7%	-9%	-21%
Cc1c(C(=O)N(C)C)sc2c1c(=O)n(-c1ccc(F)cc1)c(=O)n2CC(=O)N(C)c1ccccc1
  12%	4	11%	6%	0%	-2%	-23%	2%[59 µM]	-12%
COc1cccc(NC(=O)CSc2nnc3[nH]c(=O)cc(-c4ccccc4)n23)c1
  59%[activator]	-4	-22%	-2%	-6%	5%	-64%	?	-4%
O=C(CSc1nc2ccc(S(=O)(=O)N3CCOCC3)cc2[nH]1)N1CCOCC1
  ?	-9	?	-2%	-12%	-37%	?	1.8µM*	79µM*
Cc1cc(C)n(-c2ccc(C(=O)N3CCN(c4ccccn4)CC3)cc2)n1
  30%	4	-11%	11%	-10%	1%	8%	10%[12.7 µM]	-6%
Cc1ccc2occ(C3NC(C(=O)O)CS3)c(=O)c2c1 (stereo unspecified)
  44%[activator]	0	-7%	-13%	-7%	50µM*	1%	5µM*	4%
CCOC(=O)CSc1nnc(CNc2ccc(Cl)cc2)n1Cc1ccccc1
  14%	8	1%	4%	21%	8%	111%[activator]	-14%[59 µM]	-25%
O=C(Cn1nc(-c2ccccc2)ccc1=O)N1CCOCC1
  27%	2	11%	0%	-1%	.	3%	.	-4%
CC(OC(=O)c1ccc(Cl)cc1)C(=O)NCc1ccc2c(c1)OCO2 (stereo unspecified)
  39%	3	6%	7%	-10%	6%	226%[activator]	0%[12.7 µM]	5%
CCOC(=O)C(=O)Nc1ccc(S(=O)(=O)Nc2nccs2)cc1
  68%[activator]	4	7%	-1%	-11%	-5%	28%	?	-5%
CN(C(=O)c1cccc(NC(=O)Cc2ccc(NC(=O)C3CCN(C(=O)C4CCC4)CC3)cc2)c1)C1CC1
  55%[activator]	1	3%	-7%	0%	.	18%	.	-7%
Cc1cc(C)c(C)c(C(=O)C(=O)c2ccccc2)c1
  24%	2	45%	-18%	10%	.	-14%	.	-15%
O=C(O)c1ccc(COCC(F)(F)C(F)F)o1
  39%[activator]	1	-11%	6%	1%	-5%	-31%	?	-13%
O=C(Nc1ccccc1)c1cccc(C(F)(F)F)c1
  41%[activator]	-2	-24%	-8%	-1%	-1%	-7%	27%[59 µM]	-5%
CON(C)C(=O)c1ccccc1N(C)C(=O)OC(C)(C)C
  42%[activator]	-4	-15%	-2%	14%	.	-4%	.	-6%
COCC(C)n1c(C)cc(C(=O)COC(=O)c2nn(C)c(=O)c3ccccc23)c1C (stereo unspecified)
  -10%	2	-35%	4%	3%	.	-18%&-6%	.	-32%
COc1ccc2cc(OCC(=O)NNC(=O)Nc3ccc(F)cc3)ccc2c1
  8%	-7	4%	4%	19%	-6%	i	.	-12%
O=C(O)c1ccccc1/C=N/NC(=O)C1CCCCC1
  38%	5	11%	3%	1%	-35%	-5%	.	2%

# Complete entries, looked up by structure. Order of values: HP1b binding inh | PI4K2A inh | RGS4 inhibitor | ERG Ets-DNA blk | GLS inh | BAZ2B block | ALOX12 inh | G9a block | JMJD2A Tudor inh
# `O=C(Nc1ccccc1)c1cccc(C(F)(F)F)c1` is listed as 41%[activator] | -2 | -24% | -8% | -1% | -1% | -7% | 27%[59 µM] | -5%
# `Cc1ccc2occ(C3NC(C(=O)O)CS3)c(=O)c2c1` (stereo unspecified) is listed as 44%[activator] | 0 | -7% | -13% | -7% | 50µM* | 1% | 5µM* | 4%

# Going on with the list.
# Under each structure: HP1b binding inh	PI4K2A inh	RGS4 inhibitor	ERG Ets-DNA blk	GLS inh	BAZ2B block	ALOX12 inh	G9a block	JMJD2A Tudor inh
O=C1/C(=C/c2ccncc2)Oc2cc(OS(=O)(=O)c3ccccc3)ccc21
  20%	3	?	17%	?	-19%	0%	-7%	-28%
CCCN1CCC(=O)N(CCSc2ccc(NC(C)=O)cc2)CC1
  42%&20%[activator]	-3	15%&-17%	30%	-10%	11%	-3%	17%[59 µM]	-3%&13%
O=C1N[C@@H](Cc2ccccc2)COC(=O)[C@H](Cc2ccc(F)cc2)CC/C=C/C[C@H]1CC(=O)N(CCO)Cc1ccccc1
  17%	-3	-12%	19%	10%	.	0%	.	-27%
COCCCNC(=O)COc1cc(C)c(Cl)c(C)c1
  21%	3	-19%	4%	4%	10%	-8%	-14%[59 µM]	0%
C=CCn1c(CC(=O)Nc2cccc(OC)c2)nnc1SCC(=O)NC1CCCCC1
  19%	-6	16%	-4%	-3%	-5%	-7%	15%[12.7 µM]	5%
Cc1nnc(N/N=C/C(C)c2ccccc2)[nH]c1=O (stereo unspecified)
  28%	1	-26%	-1%	-3%	-25%	0%	?	0.89µM*
O=C(NCCOc1ccccc1)[C@@H]1CCCN1C(=O)c1cccs1
  15%	-9	17%	-7%	-15%	.	1%	.	-8%
O=C(O)c1ccc(Cn2cnc3sc4c(c3c2=O)CCCC4)cc1
  29%	-3	-29%	4%	2%	-23%	-21%	-21%	-9%
CN(C)c1ccc(NC(=O)COC(=O)c2cc(Cl)ccc2[N+](=O)[O-])cc1
  50µM*	-12	-11%	7%	28%	35µM*	-23%	6.3µM*	25µM*
CCN1Cc2cc(OC)ccc2-c2ccccc2S1(=O)=O
  45%[activator]	-4	-2%	7%	-7%	.	5%	.	-7%
O=C(NC1CCCC1)C(c1ccccn1)N(C(=O)c1csnn1)C1CC1 (stereo unspecified)
  -5%	-1	-6%	8%	10%	-2%	?	?	?
Cc1ccc(Cl)cc1-n1c(=O)c2sc3ccccc3c2n(CC(=O)NC2CCCC2)c1=O
  41%[activator]	-19	-5%	-4%	-1%	-2%	-22%	-28%[59 µM]	-10%
CC1CCN(C(=O)CN2c3ccc(C(C)C)cc3-c3ccccc3S2(=O)=O)CC1
  25%	-5	16%	-4%	-7%	-16%	?	-24%[59 µM]	-18%
COc1c(S(=O)(=O)N2CCCC2)ccc(Cl)c1Cl
  46%[activator]	2	-13%	8%	-6%	5%	-25%	6%[59 µM]	5%
COc1cc(C2=NOC(C(=O)Nc3ccc(C)cc3)C2)cc(OC)c1OC (stereo unspecified)
  20%	-3	11%	9%	0%	7%	7%	-3%	-11%
COc1cccc(CNC(=O)C2CCC(=O)N(CCc3cccc(F)c3)C2)c1 (stereo unspecified)
  22%	-2	-5%	13%	10%	-1%	8%	.	0%
CCN(CC)CCNC(=O)c1ccc2c(=O)n(CCc3ccccc3)c(=O)[nH]c2c1
  5%	8	-4%	1%	18%	-7%	0%	12%[2.33 µM]	-17%
COc1ccc(C(=O)OCCOc2ccccc2C(C)=O)c(O)c1
  90%[activator]	1	3%	-11%	-14%	55%[activator]	-7%	98%[activator]	37%[activator]
CC(C)[C@H](NC(=O)[C@@H]1Cc2c([nH]c3ccccc23)C2c3ccccc3C(=O)N21)C(=O)NCC1CCCO1 (stereo partly specified)
  3%	6	24%	14%	7%	?	-18%	15%	-35%
COc1ccc(OC)c(C(c2nnnn2CCc2ccccc2)N2CCC(C(N)=O)CC2)c1 (stereo unspecified)
  46%[activator]	0	38%	6%	0%	-1%	13%	13%	0%
O=C(Cn1ccc(=O)[nH]c1=O)NCCO
  41%[activator]	-4	2%	-8%	-10%	-8%	30%[activator]	10%	-10%
Cc1cc(C)c2c(c1)NC(C(=O)O)C1CC=CC21 (stereo unspecified)
  20µM*	-29	?	29%	10µM*	11µM*	7.9µM*	.	13µM*

# Screening data: PubChem BioAssay, National Center for Advancing Translational Sciences (NCATS)

# Not all compounds are listed (hit frequency here may not be typical).
